NPY-Y1 PAM-ag: potentiators or agonists of human neuropeptide Y receptor Y1; activation, % at 3.6 µM; P25929; AID 1304; hit rate 0.37% among 220,000; NPY-Y1 expressing cells, potentiator/agonist activation; in the data active = activation above about 33%, passing the limit was not always enough;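 also: cells stimulated with NPY at EC10 then isoproterenol at EC100; 0% = low agonist plus stimulus and 100% = saturating agonist plus stimulus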
PPC-1+TRAIL kill: compounds killing PPC-1 cancer cells with TRAIL present (potentiator screen, no TRAIL-free arm); PPC-1 cells + TRAIL, ATPLite viability luminescence; hit rate 0.41% among 220,000; cell killing (% activity), % at 4 µM; AID 1443;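 active = cell killing above 50% in the first pass at 4 µM, then a duplicate retest at 5 µM averaging 50% or more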;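 also: plate controls were cells with TRAIL plus DMSO for no effect and medium-only wells lacking cells for full effect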
TRPN1 ag: agonists of zebrafish TRPN1 channel. activation, % at 3 µM. HEK293 zebrafish TRPN1-YFP, Fluo-8 calcium fluorescence; 100% = response to 87 µM carbachol. hit rate 0.18% among 220,000;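 active = activation above its plate's cutoff, the mean activation of test wells on that plate plus 3 SD, cut at about 19% in these data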;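 also: 0% = DMSO alone and 100% = 87 µM carbachol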
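Material – zebrafish TRPN1-YFP in HEK293 cells · Doses – 3 µM single point · Schedule – dye 1 h 37 °C plus 30 min RT · Signal – Fluo-8 calcium fluorescence, excitation 470-495 nm, emission 515-575 nm · Read-out – % activation versus carbachol response · Control set – carbachol high, DMSO low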
NPY-Y1 antag: antagonists of human neuropeptide Y receptor Y1; inhibition, % at 3.6 µM; HEK293-CNG Y1 cells, membrane potential fluorescence; NPY at EC95, then isoproterenol; P25929; AID 1040; hit rate 1% among 200,000;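 active = inhibition above the campaign mean inhibition of all tested compounds plus 3 SD, cut at about 20% in these data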;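 also: 0% = DMSO wells given NPY plus isoproterenol and 100% = isoproterenol alone without NPY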
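System: HEK293 cells with Y1 receptor plus CNG channel / Probe or stimulus: NPY 25 nM then isoproterenol 1 µM plus Ro 20-1724 25 µM / Compound: one concentration, 3.6 µM, in 0.4% DMSO / Schedule: compound incubation 1 h at room temperature, readout 45 min post-stimulation / Measured by: membrane potential fluorescence / Read-out: % inhibition of NPY effect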
PGE2 EP2 inh: blocks the human prostaglandin E2 receptor EP2. P43116. C6 glioma cells expressing human EP2, cAMP TR-FRET; cells stimulated with saturating PGE2. inhibition, % at 25 µM. hit rate 0.52% among 260,000. AID 1422;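 active = percent inhibition above 40 after rounding to a whole number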;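 also: rat C6 glioma host cells with rolipram phosphodiesterase inhibitor present; the protocol text gives 20 µM as final concentration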
Target sequence (P43116 whole entry, looked up): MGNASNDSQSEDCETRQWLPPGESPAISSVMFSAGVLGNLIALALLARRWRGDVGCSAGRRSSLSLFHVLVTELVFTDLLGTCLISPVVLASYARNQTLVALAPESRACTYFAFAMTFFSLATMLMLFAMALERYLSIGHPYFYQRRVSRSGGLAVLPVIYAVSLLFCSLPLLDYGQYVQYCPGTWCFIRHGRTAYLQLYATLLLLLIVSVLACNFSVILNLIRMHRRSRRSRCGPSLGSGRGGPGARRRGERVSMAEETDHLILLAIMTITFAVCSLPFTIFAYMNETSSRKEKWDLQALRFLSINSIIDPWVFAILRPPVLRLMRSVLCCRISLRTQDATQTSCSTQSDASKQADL
TRPML3 ag: activates the human TRPML3 channel; Q8TDD5; HEK293 TRPML3-YFP, Fluo-8 calcium fluorescence; 100% = the carbachol control signal; activation, % at 3 µM; hit rate 0.29% among 220,000;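 active = activation above its plate's cutoff, the mean activation of the plate's test wells plus 3 SD, cut at about 12% in these data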;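 also: 0% = DMSO only wells and 100% = carbachol wells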
Target sequence (Q8TDD5 whole entry, looked up): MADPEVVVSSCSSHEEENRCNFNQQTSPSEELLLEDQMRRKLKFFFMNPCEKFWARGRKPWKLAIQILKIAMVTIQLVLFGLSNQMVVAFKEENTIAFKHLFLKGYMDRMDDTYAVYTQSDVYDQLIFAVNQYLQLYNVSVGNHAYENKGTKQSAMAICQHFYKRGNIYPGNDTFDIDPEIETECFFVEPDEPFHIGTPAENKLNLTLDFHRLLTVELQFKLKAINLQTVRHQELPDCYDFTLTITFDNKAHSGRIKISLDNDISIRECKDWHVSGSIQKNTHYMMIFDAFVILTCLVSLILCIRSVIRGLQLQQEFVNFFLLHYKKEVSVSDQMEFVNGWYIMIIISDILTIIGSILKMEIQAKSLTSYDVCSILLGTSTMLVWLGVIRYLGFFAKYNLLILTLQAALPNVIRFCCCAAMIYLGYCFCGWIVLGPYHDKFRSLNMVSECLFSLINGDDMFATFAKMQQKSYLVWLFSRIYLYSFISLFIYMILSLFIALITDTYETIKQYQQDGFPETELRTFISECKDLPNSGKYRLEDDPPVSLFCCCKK
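Material: HEK293 cells stably carrying human TRPML3-YFP; compound dosing: single dose, 3 µM final nominal compound, 0.3% DMSO final; incubation: 1-h 37 °C dye load, 5-s basal, 120-s post-compound reads; technique: Fluo-8 intracellular calcium fluorescence, excitation 470-495 nm, emission 515-575 nm; read-out basis: percent activation from peak-to-basal fluorescence ratio, scaled between DMSO and carbachol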
CHOP inhibitor: inhibitors of CHOP induction in ER stress response | CHO-K1 CHOP-promoter luciferase, tunicamycin-induced, 15-18 h | inhibition, % at 10 µM | hit rate 3.8% among 220,000;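 active = compounds that reduced the stress-induced luciferase reporter signal by more than about 70% of percent inhibition, limit read from the data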;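 also: 0% = tunicamycin plus vehicle and 100% = wells without tunicamycin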
EP2 mod: EP2 receptor (human) modulation; EP2-expressing cells, cAMP HTRF FRET, PGE2 co-stimulation; AID 940; induction, % at 25 µM; P43116; hit rate 0.83% among 260,000;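 active = compounds whose cAMP rise, as percent of the full-agonist control response, exceeds 60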;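 also: rat C6 glioma line stably carrying human EP2 under a CMV promoter; the protocol text gives 20 µM as final concentration; 100% = response of wells given 1 µM PGE2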
14-3-3 Bad PPI: disrupts binding of bovine 14-3-3 zeta to phospho-Bad peptide; TR-FRET 14-3-3zeta/Dy647-pBad peptide displacement, 1 h; inhibition, % at 21.7 µM; hit rate 0.71% among 220,000; AID 781;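 active = inhibition above about 70%, limit read from the data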;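 also: 0% = full 14-3-3 plus peptide FRET controls and 100% = background without 14-3-3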
Starred values were filed as active, the others as inactive; . = not tested or not shown; [ ] = another dose, or the depositor's remark. Some of the compounds tested, so the mix of outcomes need not match the whole.

SMILES	NPY-Y1 PAM-ag	PPC-1+TRAIL kill	TRPN1 ag	NPY-Y1 antag	PGE2 EP2 inh	TRPML3 ag	CHOP inhibitor	EP2 mod	14-3-3 Bad PPI
COCCn1c(=O)[nH]c2cc(C(=O)NCCN3CCN(c4cccc(Cl)c4)CC3)ccc2c1=O	19	34	-0.4	-4	4	-0.1	24	7	-10
CC(C)c1nnc(NC(=O)Cc2cccs2)s1	-1	16	-2.1	-7	12	-0.5	-6	15	9[fluorescence artefact?]
O=C(CNC(=O)Cc1ccccc1)NCC(=O)OCc1ccccc1	-13	28	2.1	9	8	0.2	42	3	1
Cc1nn(CC(C)C)c(=S)[nH]c1=O	-10	-3	1.8	-2	0	0.3	-13	16	-6
COc1ccccc1Oc1ncnc2c1cnn2-c1ccccc1	-4	27	-1.7	6	4	0.0	21	-30	0
Cc1cc(C)cc(C(=O)Nc2ccc(NC(=O)Cc3ccccc3)cc2)c1	6	9	1.3	-2	5	1.1	39	-4	-6
O=C(Nc1cccc(C(F)(F)F)c1)c1cccc(NS(=O)(=O)c2ccc(Br)c(C(=O)O)c2)c1	10	5	0.4	2	5	0.4	9	-69	-4
CCOC(=O)c1c(C(=O)OCC)c(C)n(N2C(=O)CSC2=S)c1C	10	24	2.9	0	13	0.8	-4	12	-3
COc1cccc(S(=O)(=O)Nc2ccc(C(=O)Nc3ccncc3)cc2)c1	-3	10	0.7	-3	8	0.6	26	26	9[fluorescence artefact?]
C#CCOCCOCCOCCNc1nc(N2CCN(C(=O)[C@H](CCC(=O)O)n3cc(C(N)CO)nn3)CC2)nc(N2CCN(C(=O)[C@H](CCCCN)n3cc(C(N)[C@H](C)CC)nn3)CC2)n1 (some centres not stated)	.	11	.	.	5	.	-9	12	20
COc1ccc(CNC(=O)C2CCCN2S(=O)(=O)c2ccccc2)cc1 (configuration not stated)	-4	23	0.4	0	15	-0.1	12	18	-6
O=C(CSc1ccc(Cl)cc1)Nc1ccc(-c2nc3ccccc3[nH]2)cc1	4	32	0.5	1	10	0.4	15	-5	29[fluorescence artefact?]
COC(=O)c1cccc(NC(=O)C2C3CCC(C3)C2C(=O)O)c1 (configuration not stated)	-31	28	-0.5	4	7	-0.2	-41	2	-10[fluorescence artefact?]
Cc1nn(C(C)(C)C)c(NC(=O)c2ccc(Cl)cc2)c1Br	-31	12	-0.1	.	12	-0.3	-9	-10	-3
C=CCNc1ncnc2c1cnn2-c1ccc(Cl)cc1	16	44	2.4	-1	8	0.5	25	-15	5
CCOC(=O)C(NC(C)=O)C(OC(C)=O)c1cccc([N+](=O)[O-])c1 (configuration not stated)	12	26	0.2	-2	11	0.4	21	16	1[fluorescence artefact?]
Cc1cnc(C(=O)Nc2ccc(F)c(F)c2)cn1	-10	16	0.5	3	9	1.1	2	-7	4
CC1CC(C)(C)NC(C)c2ccccc21 (configuration not stated)	15	8	1.6	-5	7	0.1	-20	-7	8
Cc1cccc(N2CCN(C(=O)CCn3c(=S)[nH]c4cc5c(cc4c3=O)OCO5)CC2C)c1 (configuration not stated)	0	14	-0.5	-6	13	1.4	13	-33	-14
Cn1cccc1/C=N/N1CCN(Cc2ccccc2Cl)CC1	-16	3	-1.2	.	7	-0.2	2	-17	-5
O=C(Oc1ccc2c(c1)O/C(=C\c1ccncc1)C2=O)c1cccs1	-9	16	1.9	.	7	1.1	20	2	18
Cn1nccc1C(=O)Nc1ccc(OC(=O)c2ccnn2C)cc1	-11	7	1.4	0	8	1.0	-3	-4	2[fluorescence artefact?]
CCOC(=O)c1c(C)n(-c2ccc(C)cc2)c2ccc(OCC(O)CN3CCN(C)CC3)cc12 (configuration not stated)	-57	9	-1.4	47*	4	0.4	16	29	43
O=C(CN1CCCC1)NC1C2CC3CC(C2)CC1C3 (configuration not stated)	-5	12	0.7	0	13	1.1	9	12	-8
O=C(NCc1ccco1)c1ccc2c(c1)N(Cc1ccccc1)CCS2	15	-9	-2.5	.	5	-1.3	27	16	-7
CC(C)Cc1[nH]c(=O)c(C#N)c2c1CCCC2	-4	23	0.5	2	2	0.6	5	30	8
O=C(Cn1c(C(=O)N2CCN(C3CCCC3)CC2)cc2sccc21)c1ccccc1	-8	-14	0.5	8	9	1.4	52	-14	3
COc1ccc(CN2CCNC(=O)C2CC(=O)N2CCCO2)c(OC)c1 (configuration not stated)	3	0	1.7	-1	4	1.0	-2	11	-13
Cc1nnc(SCC(=O)Nc2nc(-c3ccccc3)cs2)n1N	6	-1	1.8	2	9	-0.2	-4	-26	1
CCN(CC)c1ccc2cc(-c3nnc(-c4ccncc4)o3)c(=O)oc2c1	11	8	47*	2	9	27*	-22	11	-8[fluorescence artefact?]
Cc1cc(/C=C2\SC(=Nc3ccc(N4CCOCC4)cc3)N(C)C2=O)c(C)n1-c1cccnc1	-6	15	0.6	-7	6	-0.1	28	-10	7
COc1ccc(NC(=O)C(c2cc3c(cc2[N+](=O)[O-])OCO3)N(C)c2ccccc2)cc1 (configuration not stated)	22	-20	-2.5	10	8	-0.6	51	27	-7
CN1CCN(CCC(=O)N/N=C/c2ccccc2F)CC1	12	22	2.9	.	3	1.3	2	28	-1
Cc1ccc(NC(=O)CN(C)CC(=O)Nc2ccc(N3CCOCC3)cc2)cc1F	12	19	1.6	0	5	1.1	15	-33	37
CCC(C#CCN1CCCCC1)(CC)OCCC#N	-2	0	1.5	-6	.	1.0	-17	-71	-6
CN1C2=CC=CC=CC2=[N+](C)C12C=CC(=[N+]([O-])[O-])C=C2[N+](=O)[O-] (configuration not stated)	14	-21	1.3	1	3	1.1	4	-14	-8
COc1ccccc1NC(=S)NCc1ccc2c(c1)cc(C)n2C	8	4	-0.9	-1	0	-0.9	-13	-38	-8
CCOC(=O)c1cnc2c(cnn2C)c1Oc1ccc(OC)cc1	-6	23	0.9	3	0	0.0	-5	17	4
N#CC1=C(S)N(c2ccc(F)cc2)C(c2ccco2)NC1=O (configuration not stated)	7	3	1.0	1	4	1.0	22	19	-39
CCN(CC)CCN(C(=O)CN1C(=O)CCC1=O)c1nc2cc3c(cc2s1)OCO3	1	-6	0.9	3	7	1.0	-5	14	-3
O=C1CC(c2ccccc2)CC2=C1CN(C1CCCCC1)CN2 (configuration not stated)	9	8	1.2	10	5	-0.3	13	20	-21
Cn1cccc1C(=O)NC(=O)CSc1cccc[n+]1[O-]	17	27	-0.1	-1	9	0.7	21	6	-1
CC1CCCN(C(=O)c2ccc3nc[nH]c3c2)C1 (configuration not stated)	-11	15	4.8	5	12	0.7	10	30	-6
COc1cc(C)ccc1OCCOc1cc(C)ccc1Cl	0	.	-1.0	14	16	-0.8	40	-10	16
O=C(OC(C(=O)NCc1ccco1)c1ccc(Cl)cc1)c1cccs1 (configuration not stated)	25	8	-0.7	.	0	0.0	41	-8	2
O=C(O)C1CCCCC1C(=O)NCc1ccc(Cl)c(Cl)c1 (configuration not stated)	-1	16	0.8	4	7	0.1	-14	-7	3
Cn1c(N2CCCC2)nc2c1c(=O)n(Cc1ccc(Cl)cc1)c(=O)n2C	-33	17	0.4	2	3	1.3	66	9	-2
COCc1cc(=O)[nH]c(SCC(=O)c2ccccc2)n1	-8	-1	0.7	.	12	-0.2	9	-6	-5
O=C(Nc1nc2ccccc2[nH]1)c1ccc([N+](=O)[O-])cc1	-13	48	-0.1	5	7	0.0	-24	-35	1
O=C(CN1CCN(S(=O)(=O)c2ccccc2)CC1)Nc1ccc(Cl)c(Cl)c1	3	35	8.0	-3	8	2.7	30	-25	11[fluorescence artefact?]
CC(=O)C1C(=O)C=C(c2cccs2)CC1c1ccccc1 (configuration not stated)	-8	0	-1.7	4	9	-0.1	19	35	-5
COc1ccc(OC)c(S(=O)(=O)NCCC(C)C)c1	16	20	-0.2	-1	10	-0.1	-2	-2	-12
COc1cc(CNCc2ccccc2)c(Br)cc1OC1CCCC1	-10	17	-1.8	5	6	0.6	3	21	-12
CSc1nc(NC(C)(C)C)nc(Oc2ccc(=O)n(C)n2)n1	-13	13	1.0	1	12	0.5	-6	-6	-4
COc1ccc(-c2nnc3sc(COc4ccccc4)nn23)cc1	-43	12	1.3	9	4	0.3	40	-17	8
CN1CCN(CC(=O)Nc2nc3c(s2)CCCC3)CC1	16	10	0.2	.	6	0.7	-11	-24	-6
COC(=O)C(C)NC(=S)N1CCN(c2c(F)cc3c(=O)c(C(=O)O)cn(C4CC4)c3c2OC)CC1C (configuration not stated)	-1	12	-0.6	.	10	-0.9	4	-2	-4
Cc1ccc(NC(=O)[C@@H]2CCCN2S(=O)(=O)c2ccccc2F)cc1S(=O)(=O)N1CCOCC1	-1	9	-0.5	-5	3	0.5	0	5	-9[fluorescence artefact?]
CCC(=O)Nc1ccc(C(=O)NNC(=O)COc2cc(C)ccc2C)cc1	6	5	2.3	1	4	0.9	4	7	4
Cc1cc(Br)ccc1SCC(=O)OCC(=O)NC(C)c1ccccc1 (configuration not stated)	-74	14	-0.9	11	10	-1.1	27	23	7[fluorescence artefact?]

Compound profiles, as listed above.
`CCC(=O)Nc1ccc(C(=O)NNC(=O)COc2cc(C)ccc2C)cc1` as listed: NPY-Y1 PAM-ag = 6; PPC-1+TRAIL kill = 5; TRPN1 ag = 2.3; NPY-Y1 antag = 1; PGE2 EP2 inh = 4; TRPML3 ag = 0.9; CHOP inhibitor = 4; EP2 mod = 7; 14-3-3 Bad PPI = 4
`COc1cc(CNCc2ccccc2)c(Br)cc1OC1CCCC1` as listed: NPY-Y1 PAM-ag = -10; PPC-1+TRAIL kill = 17; TRPN1 ag = -1.8; NPY-Y1 antag = 5; PGE2 EP2 inh = 6; TRPML3 ag = 0.6; CHOP inhibitor = 3; EP2 mod = 21; 14-3-3 Bad PPI = -12

New compounds follow.
SMILES	NPY-Y1 PAM-ag	PPC-1+TRAIL kill	TRPN1 ag	NPY-Y1 antag	PGE2 EP2 inh	TRPML3 ag	CHOP inhibitor	EP2 mod	14-3-3 Bad PPI
COc1ccc(C(CC(=O)Nc2cc([N+](=O)[O-])ccc2OC)c2ccccc2)cc1 (configuration not stated)	-17	2	0.6	5	4	-0.3	15	19	10[fluorescence artefact?]
CSc1snnc1-c1ccccc1	-2	-3	0.3	6	3	0.2	15	25	1
CN=Cc1sc2ccccc2c1O	-6	9	0.3	0	6	0.5	2	-25	-8
CCOC(=O)c1ccc2nc(C(F)(F)F)[nH]c(=O)c2c1	-7	9	3.0	9	13	2.0	-7	73*	77*
COC(=O)Cc1ccc(N(Cc2ccccc2F)S(=O)(=O)c2ccc(C)cc2)cc1	-43	6	-0.6	4	4	-0.1	-6	31	6[fluorescence artefact?]
COc1ccccc1OCc1ccc(C(=O)OCC2CCCO2)o1 (configuration not stated)	-3	11	0.7	3	11	-0.3	45	17	13

Screens as filed in PubChem BioAssay.
